Source: PubChem BioAssay
XIAP antagonists = XIAP antagonists, biochemical, IAP family, fluorescence polarization (AID 1018); 200,000 tested, 0.007% active; E3 ubiquitin-protein ligase XIAP (Homo sapiens); XIAP BIR domain, fluorescence polarization peptide displacement; higher % means a stronger effect; displacement, % at 20 µM, or IC50 in µM where a hit was titrated; in the data active means displacement above about 50%; further: a part of the inactive calls stands beside numbers as strong as those of hits
WT yeast gro inh = growth inhibition of WT strain, primary screen, mitochondrial fusion inhibitor project, WT and mutant strains, chemical genetic | mitochondrial fusion phenotypic screen | inhibition, % at 10 µM | 190,000 tested, 2.1% active; in the data active means inhibition above about 58%; tested in S. cerevisiae
PhoP inhibition = inhibitors of PhoP regulon expression, primary screen, Salmonella Typhimurium, GFP reporter (AID 1863); S. Typhimurium PhoP-regulated promoter GFP reporter, 4 h; higher % means a stronger effect; inhibition, % at 50 µM; hits with a dose series show IC50 in µM; 300,000 tested, 0.16% active;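 active means inhibition over 29.93%, a cutoff 3 SD above the screen mean, later confirmed by dose response; inconclusive means inhibition over 29.93% but no dose response follow-up; inactive means inhibition at most 29.93% or unconfirmed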;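 further: 0% = low Mg2+ inducing control and 100% = high Mg2+ repressing control; strong numbers were not always called active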
Siah-1 displacement = Siah-1 peptide-binding antagonists, primary screen, biochemical, fluorescence polarization, rhodamine-plectin, uHTS (AID 1817); E3 ubiquitin-protein ligase SIAH1 (Homo sapiens); Siah-1 / rhodamine-plectin peptide fluorescence polarization; higher % means a stronger effect; one-dose displacement, % at 20 µM; IC50 in µM for titrated hits; 290,000 tested, 0.02% active;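 active means displacement of at least 50% at 20 µM, with a fluorescence ratio check between 0.3 and a set limit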;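 further: plate controls were Siah plus tracer with DMSO for no effect and tracer alone without Siah for full effect; strong numbers were not always called active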
human PMI inhibition = inhibitors of human PMI, primary screen, biochemical, fluorescence intensity, coupled assay (AID 1209). Mannose-6-phosphate isomerase (Homo sapiens). purified PMI enzyme, coupled fluorescence intensity; higher % means a stronger effect. inhibition, % at 20 µM; hits with a dose series show IC50 in µM. 190,000 tested, 0.42% active;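 further: plate controls were DMSO vehicle for no effect and wells lacking substrate for full effect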
Myeloid diff 2 = induction of myeloid progenitor differentiation, primary screen, cell-based, flow cytometry, MLPCN library; ER-HoxA9 myeloid progenitors, lysozyme-GFP differentiation; calls only at 10 µM; 360,000 tested, 1% active;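 active means normalized GFP-positive differentiation at or above the plate's own cutoff, the solvent-only control mean plus 3 SD; inconclusive means no clear call, values can overlap the other calls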;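 further: cells exposed to compound for four days before flow analysis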
TNAP activators = human TNAP enzyme activators, primary screen, biochemical, luminescent, no phosphate acceptor, uHTS (AID 1001); Alkaline phosphatase, tissue-nonspecific isozyme (Homo sapiens); purified TNAP, luminescent activation assay, no phosphate acceptor; higher activation fold means a stronger effect; activation fold at 20 µM; hits with a dose series show EC50 in µM; 200,000 tested, 0.03% active; in the data active means activation fold from about 3, or a potency from the dose series; inactive means the rest, 99 in 100 with activation fold below about 1.6; further: many of its hits are not listed in these tables
PMI inhibition = human PMI inhibitors, high substrate, primary screen, biochemical, fluorescence intensity, high mannose 6-phosphate (AID 1220); recombinant PMI enzyme, coupled fluorescence intensity; higher % means a stronger effect; one-dose inhibition, % at 20 µM; IC50 in µM for titrated hits; 190,000 tested, 0.66% active
RSV CPE inhibition = RSV antiviral activity via CPE protection, HEp-2 cells, primary 10 µM value included (AID 2391); HEp-2 cells, RSV-induced CPE inhibition; higher % means a stronger effect; CPE inhibition, % at 10 µM; hits with a dose series show IC50 in µM; 310,000 tested, 0.13% active; in the data active means a potency from the dose series; inconclusive means CPE inhibition mostly from about 23% at the one dose, without a potency; inactive means the rest, 99 in 100 with CPE inhibition below about 21%; further: strong numbers were not always called active
WT yeast gro inh mutant strain = second read-out of WT yeast gro inh, no call of its own (marks repeat the call); inhibition, %; mitochondrial fusion phenotypic screen, mutant strain inhibition
Myeloid diff 2 GFP+ MAC1+ % = also measured in Myeloid diff 2; calls as there; GFP+ MAC1+ double positive, %; measured here: differentiation confirmed by MAC1 staining
* hit, by the source's call; i = inactive; ? = inconclusive; / = not tested or not shown. Unless noted, no stated cut-off is given here; in the data, active means inhibition above about 50%; inactive means the rest.

SMILES	XIAP antagonists	WT yeast gro inh	WT yeast gro inh mutant strain	PhoP inhibition	Siah-1 displacement	human PMI inhibition	Myeloid diff 2	Myeloid diff 2 GFP+ MAC1+ %	TNAP activators	PMI inhibition	RSV CPE inhibition
CCOc1ccc(/C=N/NC(=S)Nc2c(C)cccc2C)cc1	-1.2%	9	9	-15%	1%	-6%	i	0.1	1	-5%	1.1%
CC(C)c1ccc(OCC(=O)NC2=NCCS2)cc1	-5.3%	-7	5	-2%	3%	7%	i	0.5	1.1	6%	-0.3%
O=C(NCC1CC1)c1onc(CSc2nc3ccccc3[nH]2)c1C(=O)NCC1CC1	/	/	/	14%	0%	/	i	0.9	/	/	3.6%
O=C(NCc1ccccc1Cl)c1ccc2c(=O)n(CCCN3CCCC3=O)c(=S)[nH]c2c1	-0.2%	10	13	-16%	-2%	3%	i	1.7	1	-2%	0.2%
CCC(OC(=O)CN1C(=O)c2ccccc2C1=O)C(=O)NC1CCCC1 (stereo unspecified)	/	/	/	-1%	0%	/	i	0.9	/	/	3.0%
CCc1nnc(NC(=O)CSc2nnc(-c3c[nH]c4ccccc34)n2C)s1	-2.7%	-8	7	-15%	1%	2%	i	8.8	1	2%	2.6%
Cc1onc(-c2c(Cl)cccc2Cl)c1C(=O)NCCN1CCOCC1	-5.3%	-4	4	-2%	2%	5%	i	6.8	1.1	-1%	-0.4%
O=C(COC(=O)CCc1nc2ccccc2n1-c1ccccc1)Nc1ccc(N2CCCCC2)cc1	-11%	-2	6	1%	-2%	18%	i	0.4	1.1	17%	1.2%
CCOC(=O)CN1C(=O)C(O)=C(C(C)=O)C1c1ccccc1 (stereo unspecified)	-6.2%	37	-14	-1%	8%	3%	i	1.3	1.1	-2%	1.5%
O=S(=O)(c1ccc2[nH]ccc2c1)N1CCCCCC1	/	/	/	-1%	-3%	/	i	1.5	/	/	2.7%
CN(C(=O)c1ccoc1)c1ccc2ccccc2c1	/	/	/	1%	11%	/	i	0.5	/	/	1.9%
Cc1cc(C(=O)N/N=C/c2ccc(Br)o2)n[nH]1	/	/	/	-8%	4%	/	i	1.2	/	/	-0.9%
Cc1ccccc1-c1nnc(SCC(=O)Nc2cccc(C)c2C)o1	-6.1%	-1	28	16%	2%	-11%	i	0.6	1.2	9%	3.3%
Cc1ccc(NC(=O)c2ccc(NCCCN3CCC(C)CC3)c([N+](=O)[O-])c2)c(C)c1	/	/	/	4%	-4%	/	i	1.5	/	/	-3.9%
COc1cc(/C=N/n2c(C)n[nH]c2=S)ccc1OCc1ccc(F)cc1	0.0%	15	10	5%	2%	8%	i	0.2	1	10%	2.2%
COC(=O)[C@H](CCSC)NC(=O)N1CCN(Cc2ccccc2)CC1	-2.5%	1	-7	-7%	4%	2%	i	1.5	1.1	1%	-0.2%
CC(NC(=O)/C(C#N)=C1\N=C(NC(=O)c2ccco2)c2ccccc21)c1ccccc1 (stereo unspecified)	/	/	/	-8%	1%	/	i	1.0	/	/	9.5%
CC(=O)Nc1nonc1NC(=O)CSC1=NCCS1	-9.2%	-8	-5	-4%	1%	4%	i	1.0	1	-1%	0.1%
O=C(CCC(=O)OCC(=O)c1ccc(-c2ccccc2)cc1)Nc1cccc2cccnc12	-3.4%	12	0	10%	-1%	16%	i	1.3	1	13%	2.2%
Cc1ccc(C(=O)OCC2OC3OC(C)(C)OC3C2O)cc1 (stereo unspecified)	-9.0%	10	5	8%	3%	11%	i	0.9	1.1	8%	-0.1%
O=C1c2ccccc2C2(c3ccccc3)NCCN12 (stereo unspecified)	-4.2%	-5	1	-4%	-3%	-10%	i	7.4	0.9	-2%	1.1%
CC(C)C1C(C#N)=C(N)Oc2n[nH]c(-c3ccc4ccccc4c3)c21 (stereo unspecified)	-5.1%	32	58	16%	4%	17%	i	8.2	0.9	11%	0.3%
COCC1CCN(C(=O)CC2C(=O)NCCN2Cc2cccc(Oc3ccccc3)c2)CC1 (stereo unspecified)	/	/	/	-1%	-4%	/	i	0.4	/	/	1.1%
Cc1ccc(NC(=O)NC2=N/C(=C(/C#N)C(=O)N3CCCC3)c3ccccc32)cc1	0.1%	/	/	/	0%	1%	i	0.6	0.9	1%	0.3%
COc1ccccc1NC(=O)CCc1nc2ccccc2s1	-8.0%	5	5	-2%	-5%	-6%	i	0.1	1.1	-8%	3.2%
CCCCOc1ccccc1C(=O)NCC(=O)O	0.4%	-6	-17	6%	1%	2%	i	2.9	1.1	10%	3.3%
Cc1cnc(NC(=O)CSc2nnc(-c3ccc(Cl)cc3Cl)n2N)s1	-3.8%	-12	0	3%	10%	17%	i	1.0	1.1	6%	2.6%
Cc1cc(NS(=O)(=O)c2ccc(Nc3nc(-c4sc(NC(=O)c5ccccc5)nc4C)cs3)cc2)no1	-0.9%	-5	10	-4%	-13%	3%	/	/	1.1	2%	?
COc1ccc(CCNC(=O)C/C(C)=N/NC(=O)c2ccc(Cl)cc2Cl)cc1OC	/	/	/	0%	-4%	/	i	0.9	/	/	0.4%
COc1ccc(Cn2c(N)c(S(=O)(=O)c3cccs3)c3nc4ccccc4nc32)cc1	-1.7%	-11	-1	-3%	1%	17%	i	2.3	1.1	27%	0.2%
Cc1cc(C)c(NC(=O)C2c3ccccc3Oc3ccccc32)c(C)c1	-12%	19	-2	-19%	-8%	6%	i	0.3	1.1	0%	1.2%
COc1ccccc1NC(=O)c1cc2cc(Br)ccc2oc1=N	/	/	/	8%	-4%	/	i	0.4	/	/	7.2%
Cc1ccccc1N/N=C/c1c(C)nc2ccccn12	/	/	/	2%	-1%	/	i	0.6	/	/	48%
CSc1cccc(NS(=O)(=O)c2ccc(F)cc2)c1	-39%	5	20	9%	-2%	15%	i	0.8	1.1	9%	12%
Cc1ccc(S(=O)(=O)n2cnc3ccccc32)cc1[N+](=O)[O-]	/	/	/	-1%	0%	/	i	0.5	/	/	0.8%
COC(=O)[C@@]1(Cc2ccccc2)[C@H]2c3cc(C(=O)N4CCCC4)n(Cc4ccsc4Br)c3C[C@H]2CN1C(=O)c1ccccc1	-4.1%	48	-1	-1%	-3%	19%	/	/	1.1	21%	-2.2%
COc1cccc(-n2c(=O)c3sccc3n(CC(=O)NCC3CCCO3)c2=O)c1 (stereo unspecified)	/	/	/	9%	-1%	/	i	1.9	/	/	0.8%
Cc1cccc(NC(=O)c2c(F)c(F)c(F)c(F)c2F)c1	-3.6%	-8	-5	9%	3%	-2%	i	0.0	1.1	-2%	4.3%
CCN1CCN(CCCNC(=O)c2ccc(NC(=O)C3=C(C)OCCS3)cc2)CC1	/	/	/	-7%	5%	/	i	0.0	/	/	0.6%
Nc1nonc1C(=O)NCCNCc1ccccc1OCc1ccccc1F	-16%	8	2	-5%	-2%	-2%	i	0.6	1	6%	-0.1%
O=C(Cn1nc(-c2cccc([N+](=O)[O-])c2)c2ccccc2c1=O)Nc1cccnc1	-2.3%	-18	-34	4%	-1%	-15%	i	0.9	1	-5%	-0.8%
COc1cccc(NC(=S)N2CCN(S(=O)(=O)c3ccccc3)CC2)c1	/	/	/	-4%	0%	/	i	1.1	/	/	0.1%
CCOC(=O)c1c(C)[nH]c(C(=O)COC(=O)CSCC(=O)N(CC)CC)c1C	-3.9%	-2	-16	-5%	-3%	3%	i	0.4	1.1	9%	1.1%
CCn1cc(C2=NOC(C(=O)Nc3c(C)nn(Cc4ccc(F)cc4)c3C)C2)c(C)n1 (stereo unspecified)	-2.7%	1	2	-9%	2%	6%	i	2.5	1.2	4%	/
COc1cc(NC(=O)NCC2CCN(Cc3ccccc3C)CC2)cc(OC)c1OC	/	/	/	14%	3%	/	i	0.6	/	/	0.6%
CCN1CCN(CCOc2cccc(Cl)c2Cl)CC1	-8.2%	0	-4	1%	5%	2%	i	0.2	1.1	-11%	-3.0%
Cc1c(NC(=O)C(C)OC(=O)CCc2ccccc2)c(=O)n(-c2ccccc2)n1C (stereo unspecified)	-3.0%	-12	4	3%	8%	-12%	i	1.2	1.1	-9%	0.9%
Cc1ccc2cc3c(N)c(C(=O)N4CCOCC4)sc3nc2c1	-4.1%	1	1	6%	-1%	-19%	i	0.4	1.1	-20%	1.5%
CN(C)CCCNC(=S)N1CCC(c2nc3ccccc3[nH]2)CC1	/	/	/	1%	-2%	/	i	0.4	/	/	0.3%
CC(=O)N1CCOc2ccc(S(=O)(=O)Nc3cccc(C)c3)cc21	/	/	/	2%	0%	/	i	1.3	/	/	?
CC(C)c1nnc(NC(=O)CCc2ccccc2)s1	/	/	/	6%	2%	/	i	0.8	/	/	0.3%
Cc1ccc(NC(=O)C2C3C=CC4(O3)C2C(=O)N(CCN2CCOCC2)C4C(=O)NC2CCCCC2)cc1C (stereo unspecified)	/	/	/	3%	0%	/	i	3.9	/	/	1.7%
Cc1cccc(C)c1NC(=S)N(CCN(C)C)C(C)c1ccccn1 (stereo unspecified)	-8.2%	6	-1	6%	5%	7%	i	0.7	1	11%	0.2%
COc1ccccc1N1CCN(CC(O)COc2ccc(C)c(C)c2)CC1 (stereo unspecified)	/	/	/	-4%	1%	/	i	0.4	/	/	0.3%
CCOC(=O)C1(Cc2ccccc2C)CCCN(C(=O)CCn2nccc2C)C1 (stereo unspecified)	-0.8%	-9	-6	-7%	13%	/	/	/	1	/	1.5%
CC1(C)CC(=O)N(c2cccc(C(F)(F)F)c2)C(=O)C1	/	/	/	-3%	-1%	/	i	0.6	/	/	-0.3%
COc1ccccc1C1(CCNC(C)c2cccs2)CCOC(C(C)C)C1 (stereo unspecified)	/	/	/	-10%	-2%	/	i	1.1	/	/	-1.2%

Part of the list above, reformatted.
Screens in order – XIAP antagonists	WT yeast gro inh	WT yeast gro inh mutant strain	PhoP inhibition	Siah-1 displacement	human PMI inhibition	Myeloid diff 2	Myeloid diff 2 GFP+ MAC1+ %	TNAP activators	PMI inhibition	RSV CPE inhibition
> Cc1cccc(C)c1NC(=S)N(CCN(C)C)C(C)c1ccccn1 (stereo unspecified)
→ -8.2%	6	-1	6%	5%	7%	i	0.7	1	11%	0.2%
> COc1ccccc1N1CCN(CC(O)COc2ccc(C)c(C)c2)CC1 (stereo unspecified)
→ /	/	/	-4%	1%	/	i	0.4	/	/	0.3%

Three entries already listed, arranged by SMILES length, rising.
SMILES	XIAP antagonists	WT yeast gro inh	WT yeast gro inh mutant strain	PhoP inhibition	Siah-1 displacement	human PMI inhibition	Myeloid diff 2	Myeloid diff 2 GFP+ MAC1+ %	TNAP activators	PMI inhibition	RSV CPE inhibition
COc1cccc(NC(=S)N2CCN(S(=O)(=O)c3ccccc3)CC2)c1	/	/	/	-4%	0%	/	i	1.1	/	/	0.1%
COc1cc(NC(=O)NCC2CCN(Cc3ccccc3C)CC2)cc(OC)c1OC	/	/	/	14%	3%	/	i	0.6	/	/	0.6%
CCOC(=O)c1c(C)[nH]c(C(=O)COC(=O)CSCC(=O)N(CC)CC)c1C	-3.9%	-2	-16	-5%	-3%	3%	i	0.4	1.1	9%	1.1%
